MC4R ag barr: agonists of human melanocortin 4 receptor (MC4R) beta-arrestin; U2OS MC4R beta-arrestin complementation, luminescence; percent of melanotan II response, DMSO zero; activation, % at 8.9 µM; 360,000 tested, 0.98% active; AID 540308;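 active = activation above a per-plate cutoff, the mean activation of sample wells on that plate plus 3 SD, cut at about 8% in these data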
NCOA3 inh: human NCOA3 inhibition; Q9Y6Q9; HEK293 GAL4-SRC3 luciferase reporter, luminescence; inhibition, % at 3.6 µM; 360,000 tested, 0.17% active; AID 588352;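 active = inhibition above a per-campaign cutoff, the mean of all compounds plus 3 SD, cut at about 60% in these data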;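 also: 0% = DMSO-treated cells and 100% = gossypol-treated cells at 36 µM; higher means less SRC3-driven luciferase light from the GAL4 reporter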
EBV LMP1 NFkB: inhibitors of Epstein-Barr LMP1-induced NF-kappaB reporter; 350,000 tested, 0.69% active; inhibition, % at 12.5 µM; LMP1-induced NF-kappaB luciferase reporter cells, luminescence; in the data active = inhibition above about 41%;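 also: 0% = neutral control wells and 100% = reference inhibitor control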
ABHD5-PLIN5 inh: blocks binding of human ABHD5 to perilipin-5; inhibition, % at 4 µM; Split G. princeps luciferase complementation, luminescence, 4 h; 360,000 tested, 0.78% active;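 active = inhibition above the mean inhibition across every tested compound plus 3 SD, cut at about 22% in these data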;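 also: 0% = DMSO only wells and the 100% control is not disclosed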
Target sequence (Q00G26 whole entry, looked up): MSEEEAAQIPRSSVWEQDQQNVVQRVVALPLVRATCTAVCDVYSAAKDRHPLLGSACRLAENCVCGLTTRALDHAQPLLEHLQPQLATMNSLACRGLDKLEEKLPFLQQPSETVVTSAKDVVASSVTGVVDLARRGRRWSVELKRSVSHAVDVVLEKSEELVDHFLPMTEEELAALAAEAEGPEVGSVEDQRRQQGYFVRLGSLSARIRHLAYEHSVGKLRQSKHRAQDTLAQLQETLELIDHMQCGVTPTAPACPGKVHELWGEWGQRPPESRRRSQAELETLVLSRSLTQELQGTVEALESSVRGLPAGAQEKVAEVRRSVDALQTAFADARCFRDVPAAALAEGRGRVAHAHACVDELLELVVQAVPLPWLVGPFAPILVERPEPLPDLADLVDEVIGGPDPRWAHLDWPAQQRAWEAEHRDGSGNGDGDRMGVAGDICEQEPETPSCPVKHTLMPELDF
Target sequence (Q8WTS1 whole entry, looked up): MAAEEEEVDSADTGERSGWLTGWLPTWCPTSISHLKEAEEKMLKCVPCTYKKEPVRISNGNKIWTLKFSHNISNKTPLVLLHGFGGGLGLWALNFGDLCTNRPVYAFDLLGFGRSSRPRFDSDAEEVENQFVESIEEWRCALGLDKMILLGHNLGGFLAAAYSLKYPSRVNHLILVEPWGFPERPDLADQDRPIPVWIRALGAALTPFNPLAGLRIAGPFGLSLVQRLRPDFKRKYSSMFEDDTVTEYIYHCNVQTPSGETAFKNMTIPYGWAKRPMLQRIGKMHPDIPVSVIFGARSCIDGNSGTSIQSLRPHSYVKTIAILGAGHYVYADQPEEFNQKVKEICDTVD
NCOA2 inhibitor: inhibits human steroid receptor coactivator 2; AID 651957; inhibition, % at 9 µM; Q15596; 370,000 tested, 0.17% active; HEK293 GAL4-SRC2 luciferase reporter, luminescence;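 active = inhibition above the mean inhibition of all tested compounds plus 3 SD, set per campaign, cut at about 52% in these data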;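 also: 0% = DMSO treated cells and 100% = cells given Gossypol at 36 µM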
NCOA1 inh: human NCOA1 inhibition; HEK293 GAL4-SRC1 luciferase reporter, luminescence; Q15788; AID 588354; 360,000 tested, 0.12% active; inhibition, % at 3.6 µM;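 active = inhibition above the campaign mean plus 3 SD, with each screening campaign given its own cutoff, cut at about 60% in these data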;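 also: 0% = DMSO treated cells and 100% = gossypol at 36 µM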
NR2F2 inh: NR2F2 (human) inhibition, primary screen. P24468. HEK293T NGFI-A luciferase reporter, luminescence. inhibition, % at 8.6 µM. 370,000 tested, 0.7% active;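 active = inhibition above a per-plate cutoff, mean inhibition of test wells between control levels plus 3 SD, cut at about 38% in these data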;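 also: cells cotransfected with COUP-TFII expression vector driving the NGFI-A reporter; 0% = median of COUP-TF2 test wells and 100% = reporter-only cells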
MC4R antag cAMP: antagonists of human melanocortin 4 receptor (MC4R); P32245; MC4R-expressing cells, MTII-stimulated cAMP, LANCE TR-FRET; inhibition, % at 6.5 µM; 360,000 tested, 0.48% active; AID 540295;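 active = inhibition above its plate's cutoff, the mean of tested wells on that plate plus 3 SD, cut at about 29% in these data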;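 also: 0% = Melanotan II alone and 100% = Melanotan II plus saturating MCL0020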
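Material – human MC4R-expressing U2OS cells · Repeats – no replicates · Detection – TR-FRET with Eu-cAMP and labeled anti-cAMP, 671 nm · Times – compound 30 min, challenge 1 h, detection 1 h · Compound – single nominal compound dose of 6.5 µM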
LRH-1 inv ag: suppresses constitutive activity of human LRH-1. HEK293T StAR-luciferase reporter, LRH-1 transfected, 24 h. inhibition, % at 3.6 µM. 360,000 tested, 0.13% active;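 active = inhibition above the mean inhibition of all tested compounds plus 3 SD, cut at about 73% in these data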;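 also: 0% = DMSO wells and 100% = reporter-only cells lacking LRH-1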
NOD2-RIPK2 inh: blocks binding of human NOD2 to RIPK2; O43353; CHO BLA complementation NOD2-RIPK2, CCF4 ratio; inhibition, % at 4.98 µM; 360,000 tested, 0.38% active; AID 624267; in the data active = inhibition above about 21%;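 also: 0% = vehicle only and 100% = reference blocker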
TLR9-MyD88 block: inhibitors of human TLR9-MyD88 binding. CHO BLA complementation TLR9-MyD88, CCF4 FRET ratio. inhibition, % at 4.98 µM. 340,000 tested, 0.21% active;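 active = inhibition above the mean over all tested compounds plus 3 SD, cut at about 21% in these data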;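 also: 0% = DMSO only wells and 100% = clavulanate BLA inhibitor control wells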
Numbers without * were called inactive. Only part of the results is shown (hit frequency here may not be typical).

How did COC(=O)C1=C(C(=O)OC)[N+]2=C3N(C(=O)NC2(C)C)[C@H](CO)C[C@@]32c3ccccc3N(Cc3ccccc3)[C@@H]12 do in these assays?
MC4R ag barr: -0.4; NCOA3 inh: -7; EBV LMP1 NFkB: 5; ABHD5-PLIN5 inh: -1; NCOA2 inhibitor: -10; NCOA1 inh: 7; NR2F2 inh: 21; MC4R antag cAMP: -2; LRH-1 inv ag: 10; NOD2-RIPK2 inh: -16; TLR9-MyD88 block: -13

Results for CCN(CCCc1ccccc1)CCCc1ccccc1 ?
MC4R ag barr: 0.3; NCOA3 inh: 9; EBV LMP1 NFkB: -16; ABHD5-PLIN5 inh: 38*; NCOA2 inhibitor: 0; NCOA1 inh: 3; NR2F2 inh: 13; MC4R antag cAMP: 1; LRH-1 inv ag: 13; NOD2-RIPK2 inh: -7; TLR9-MyD88 block: 1

What do the screens show for `CCc1c(C#N)sc(C(N)=O)c1CC`?
MC4R ag barr: -0.6; NCOA3 inh: 39; EBV LMP1 NFkB: 11; ABHD5-PLIN5 inh: 3; NCOA2 inhibitor: 35; NCOA1 inh: 29; NR2F2 inh: 19; MC4R antag cAMP: 0; LRH-1 inv ag: 5; NOD2-RIPK2 inh: -17; TLR9-MyD88 block: 1

Results for CN(C(=O)COC(=O)COc1ccc(N(C)S(=O)(=O)c2ccc(Cl)cc2)cc1)c1ccccc1 ?
MC4R ag barr: -1.0; NCOA3 inh: 2; EBV LMP1 NFkB: -1; ABHD5-PLIN5 inh: 5; NCOA2 inhibitor: 26; NCOA1 inh: 6; NR2F2 inh: 7; MC4R antag cAMP: 2; LRH-1 inv ag: -15; NOD2-RIPK2 inh: 8; TLR9-MyD88 block: -2

What do the screens show for `CC1CS(=O)(=O)CCN1N=Cc1ccc([N+](=O)[O-])o1` (stereo unspecified)?
MC4R ag barr: -0.3; NCOA3 inh: 5; EBV LMP1 NFkB: 0; ABHD5-PLIN5 inh: -1; NCOA2 inhibitor: -29; NCOA1 inh: -1; NR2F2 inh: 3; MC4R antag cAMP: 6; LRH-1 inv ag: 4; NOD2-RIPK2 inh: 4; TLR9-MyD88 block: 11

Results for C=CCNC(=S)N/N=C/c1cccc([N+](=O)[O-])c1 ?
MC4R ag barr: 0.9; NCOA3 inh: 17; EBV LMP1 NFkB: 1; ABHD5-PLIN5 inh: 2; NCOA2 inhibitor: -16; NCOA1 inh: -12; NR2F2 inh: 6; MC4R antag cAMP: -8; LRH-1 inv ag: 4; NOD2-RIPK2 inh: -5; TLR9-MyD88 block: -4

What do the screens show for `COC(=O)c1ccc2c(=O)[nH]c(CSc3nc(-c4ccc(F)cc4)cs3)nc2c1`?
MC4R ag barr: 10*; NCOA3 inh: 6; EBV LMP1 NFkB: 1; ABHD5-PLIN5 inh: -6; NCOA2 inhibitor: -37; NCOA1 inh: 2; NR2F2 inh: 19; MC4R antag cAMP: 14; LRH-1 inv ag: -11; NOD2-RIPK2 inh: -10; TLR9-MyD88 block: -1

Results for CCOc1ccc(OCC)c(NC(=O)CSc2nnnn2CC)c1 ?
MC4R ag barr: 0.8; NCOA3 inh: 9; EBV LMP1 NFkB: -2; ABHD5-PLIN5 inh: 0; NCOA2 inhibitor: 18; NCOA1 inh: -8; NR2F2 inh: 16; MC4R antag cAMP: 4; LRH-1 inv ag: 4; NOD2-RIPK2 inh: 1; TLR9-MyD88 block: 3

What do the screens show for `CCn1c(SCC(=O)NCc2ccco2)nnc1C(C)C`?
MC4R ag barr: -1.2; NCOA3 inh: -4; EBV LMP1 NFkB: -8; ABHD5-PLIN5 inh: 12; NCOA2 inhibitor: -1; NCOA1 inh: 14; NR2F2 inh: -29; MC4R antag cAMP: 21; LRH-1 inv ag: 4; NOD2-RIPK2 inh: -12; TLR9-MyD88 block: 5

Results for COc1ccc(/C=N/c2nc3ccccc3n2CCN2CCCCC2)cc1OC ?
MC4R ag barr: 0.4; NCOA3 inh: 2; EBV LMP1 NFkB: 1; ABHD5-PLIN5 inh: 4; NCOA2 inhibitor: -8; NCOA1 inh: -6; NR2F2 inh: -1; MC4R antag cAMP: -7; LRH-1 inv ag: -13; NOD2-RIPK2 inh: 4; TLR9-MyD88 block: -4

Among those listed so far, these have a halogen:
Results for CN(C(=O)COC(=O)COc1ccc(N(C)S(=O)(=O)c2ccc(Cl)cc2)cc1)c1ccccc1 ?
MC4R ag barr: -1.0; NCOA3 inh: 2; EBV LMP1 NFkB: -1; ABHD5-PLIN5 inh: 5; NCOA2 inhibitor: 26; NCOA1 inh: 6; NR2F2 inh: 7; MC4R antag cAMP: 2; LRH-1 inv ag: -15; NOD2-RIPK2 inh: 8; TLR9-MyD88 block: -2

What do the screens show for `COC(=O)c1ccc2c(=O)[nH]c(CSc3nc(-c4ccc(F)cc4)cs3)nc2c1`?
MC4R ag barr: 10*; NCOA3 inh: 6; EBV LMP1 NFkB: 1; ABHD5-PLIN5 inh: -6; NCOA2 inhibitor: -37; NCOA1 inh: 2; NR2F2 inh: 19; MC4R antag cAMP: 14; LRH-1 inv ag: -11; NOD2-RIPK2 inh: -10; TLR9-MyD88 block: -1

(cont.)
Results for O=C(Cc1ccccc1)NCC(=O)OCC(=O)c1cccs1 ?
MC4R ag barr: -1.3; NCOA3 inh: 8; EBV LMP1 NFkB: -4; ABHD5-PLIN5 inh: 2; NCOA2 inhibitor: -11; NCOA1 inh: -23; NR2F2 inh: -7; MC4R antag cAMP: 3; LRH-1 inv ag: -11; NOD2-RIPK2 inh: -5; TLR9-MyD88 block: -5

Results for Cc1ccc(C)c(S(=O)(=O)NCc2ccc(C(=O)N3CC(C)OC(C)C3)cc2)c1 (stereo unspecified) ?
MC4R ag barr: -0.9; NCOA3 inh: -5; EBV LMP1 NFkB: -9; ABHD5-PLIN5 inh: 1; NCOA2 inhibitor: -11; NCOA1 inh: -12; NR2F2 inh: 24; MC4R antag cAMP: 5; LRH-1 inv ag: -9; NOD2-RIPK2 inh: 7; TLR9-MyD88 block: -14

Results for CS(=O)(=O)N1CCN(c2ccccc2NC(=O)c2ccc(Br)o2)CC1 ?
MC4R ag barr: -2.6; NCOA3 inh: 10; EBV LMP1 NFkB: 1; ABHD5-PLIN5 inh: 1; NCOA2 inhibitor: 3; NCOA1 inh: -2; NR2F2 inh: 14; MC4R antag cAMP: 6; LRH-1 inv ag: 7; NOD2-RIPK2 inh: -6; TLR9-MyD88 block: -5

How did Cc1onc(-c2c(F)cccc2Cl)c1C(=O)NCc1ccccn1 do in these assays?
MC4R ag barr: -1.9; NCOA3 inh: -2; EBV LMP1 NFkB: -7; ABHD5-PLIN5 inh: -5; NCOA2 inhibitor: -1; NCOA1 inh: 4; NR2F2 inh: -13; MC4R antag cAMP: -3; LRH-1 inv ag: 12; NOD2-RIPK2 inh: -4; TLR9-MyD88 block: -5

What do the screens show for `O=C(Cn1c(-c2ccccc2)c[n+]2ccsc12)c1ccc(Br)cc1`?
MC4R ag barr: -1.9; NCOA3 inh: 9; EBV LMP1 NFkB: -5; ABHD5-PLIN5 inh: 3; NCOA2 inhibitor: -22; NCOA1 inh: -26; NR2F2 inh: -18; MC4R antag cAMP: 3; LRH-1 inv ag: 10; NOD2-RIPK2 inh: 9; TLR9-MyD88 block: -1

How did C=C1C(=O)[C@]23C[C@H]1CC[C@H]2[C@]1(C)[C@@H](O)CC[C@@](C)(C(=O)O)[C@H]1C[C@@H]3O do in these assays?
NCOA3 inh: -21; ABHD5-PLIN5 inh: 31*; NCOA2 inhibitor: -6; NCOA1 inh: -23; NR2F2 inh: 2; LRH-1 inv ag: -45; NOD2-RIPK2 inh: -4

How did C=CCn1c(COc2ccccc2)nnc1SCC(=O)N/N=C/c1ccc(C)cc1 do in these assays?
MC4R ag barr: -0.1; NCOA3 inh: -5; EBV LMP1 NFkB: -6; ABHD5-PLIN5 inh: 3; NCOA2 inhibitor: -13; NCOA1 inh: -3; NR2F2 inh: 10; MC4R antag cAMP: 0; LRH-1 inv ag: -8; NOD2-RIPK2 inh: -4; TLR9-MyD88 block: 6

Results for CCOc1ccc(NC(=O)CSc2nc3ccsc3c(=O)n2Cc2ccc(C(=O)O)cc2)cc1 ?
MC4R ag barr: -1.4; NCOA3 inh: -3; EBV LMP1 NFkB: -1; ABHD5-PLIN5 inh: 7; NCOA2 inhibitor: -53; NCOA1 inh: -16; NR2F2 inh: 15; MC4R antag cAMP: 3; LRH-1 inv ag: -5; NOD2-RIPK2 inh: -19; TLR9-MyD88 block: -8

How did C=CCn1c(SCC(=O)Nc2ccc(N3CCOCC3)cc2)nnc1-c1ccco1 do in these assays?
MC4R ag barr: -2.1; NCOA3 inh: 6; EBV LMP1 NFkB: 0; ABHD5-PLIN5 inh: 8; NCOA2 inhibitor: 8; NCOA1 inh: -11; NR2F2 inh: -33; MC4R antag cAMP: 8; LRH-1 inv ag: 13; NOD2-RIPK2 inh: -5; TLR9-MyD88 block: -6

Results for Cc1ccc(Sc2cnc3ccccc3n2)cc1 ?
MC4R ag barr: 5.5; NCOA3 inh: -90; EBV LMP1 NFkB: 56*; ABHD5-PLIN5 inh: -8; NCOA2 inhibitor: -52; NCOA1 inh: -73; NR2F2 inh: -32; MC4R antag cAMP: 5; LRH-1 inv ag: -60; NOD2-RIPK2 inh: -12; TLR9-MyD88 block: -1

What do the screens show for `CC(=O)c1cccc(NC(=O)c2cc(Cl)sc2Cl)c1`?
MC4R ag barr: -0.4; NCOA3 inh: 2; EBV LMP1 NFkB: 6; ABHD5-PLIN5 inh: -6; NCOA2 inhibitor: -46; NCOA1 inh: 41; NR2F2 inh: -19; MC4R antag cAMP: 3; LRH-1 inv ag: -17; NOD2-RIPK2 inh: -2; TLR9-MyD88 block: -7

Results for Cc1cc(O)c(C(=O)Nc2cccc(Cl)c2)c(=O)n1C ?
MC4R ag barr: -1.1; NCOA3 inh: -68; EBV LMP1 NFkB: -26; ABHD5-PLIN5 inh: 2; NCOA2 inhibitor: -24; NCOA1 inh: -57; NR2F2 inh: -36; MC4R antag cAMP: 3; LRH-1 inv ag: -52; NOD2-RIPK2 inh: -6; TLR9-MyD88 block: 2

What do the screens show for `O=C(O)CSC12CC3CC(C1)CC(C(=O)O)(C3)C2`?
MC4R ag barr: 2.1; NCOA3 inh: 17; EBV LMP1 NFkB: -8; ABHD5-PLIN5 inh: -1; NCOA2 inhibitor: -11; NCOA1 inh: -11; NR2F2 inh: -12; MC4R antag cAMP: 2; LRH-1 inv ag: 9; NOD2-RIPK2 inh: 2; TLR9-MyD88 block: 13

Results for COc1cc(SC)ccc1C(=O)NCCN1CCOCC1 ?
MC4R ag barr: -0.4; NCOA3 inh: 0; EBV LMP1 NFkB: 13; ABHD5-PLIN5 inh: -4; NCOA2 inhibitor: -37; NCOA1 inh: 8; NR2F2 inh: 8; MC4R antag cAMP: -6; LRH-1 inv ag: 10; NOD2-RIPK2 inh: -8; TLR9-MyD88 block: 6

Compound activity (PubChem BioAssay)
